KOR beta-arrestin-1: kappa opioid receptor blockers – cell-based, luminescence, uHTS (AID 1778) | KOR beta-arrestin recruitment, luminescence, antagonist mode; higher % means a stronger effect | inhibition, % at 10 µM; hits with a dose series show IC50 in µM | 290,000 tested, 0.091% active; note: strong numbers were not always called active
T cell HTS: modulates CD8 T cell binding to vesicles | 2C CD8+ T cell-vesicle binding, flow cytometry; stronger effect = lower value | calls only at 7 µM | 330,000 tested, 0.068% active | AID 2052;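 active = response, share of CD8 T cells binding vesicles, and their 90th percentile fluorescence all below set limits, cut at about 80% in these data, passing the limit was not always enough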
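Benchmarks: naked versus QL9-loaded vesicles / Assay system: purified 2C TCR transgenic mouse naive CD8+ T cells / Technique: high-throughput flow cytometry with anti-B7-1 and anti-CD8 staining / Timing: Cell–vesicle co-incubation 1.5 h at 37 °C, staining 20 min on ice / Read-out: percent CD8+ FL2 mean versus row control / Probe or stimulus: QL9-loaded Drosophila micro-vesicles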
HEK293 NOD2/NF-kB: inhibition of NOD2-driven NF-kB reporter – cell-based, luminescence, uHTS, HEK293 (AID 1566) | 290,000 tested, 0.63% active | HEK293 NOD2/NF-kB luciferase reporter, luminescence; higher % means a stronger effect | inhibition, % at 4 µM, or EC50 in µM where a hit was titrated; note: many of its hits are not listed in these tables
NTR1 ag: agonists of NTR1, primary screen, imaging, U2OS cells, beta-arrestin-GFP, high content (AID 493036); activation, % at 20 µM; P30989; NTR1-U2OS beta-arrestin-GFP spot imaging, agonist mode; 330,000 tested, 0.17% active;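 active = activation at or above 40% of the spot to cytoplasm intensity ratio, with at least 20 cells analyzed; inconclusive = wells under 20 cells, flagged as cytotoxic or low count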;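 note: 0% = DMSO without peptide and 100% = 100 nM NTR1 peptide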
Target sequence (P30989 whole entry, looked up): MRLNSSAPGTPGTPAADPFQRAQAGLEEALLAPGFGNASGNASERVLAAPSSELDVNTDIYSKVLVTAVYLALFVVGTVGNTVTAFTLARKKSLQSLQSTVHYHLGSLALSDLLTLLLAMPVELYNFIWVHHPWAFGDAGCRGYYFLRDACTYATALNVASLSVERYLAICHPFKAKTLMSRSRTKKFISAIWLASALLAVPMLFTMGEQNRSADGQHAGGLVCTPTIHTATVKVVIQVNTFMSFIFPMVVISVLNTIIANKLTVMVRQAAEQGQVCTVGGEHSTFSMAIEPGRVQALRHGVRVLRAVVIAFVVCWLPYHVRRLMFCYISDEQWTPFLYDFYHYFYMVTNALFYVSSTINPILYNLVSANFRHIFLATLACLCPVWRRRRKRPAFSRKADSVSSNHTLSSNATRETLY
GPR55 antagonists: inhibition of LPI-stimulated GPR55 beta-arrestin translocation – imaging, U2OS, beta-arrestin-GFP, LPI agonist, primary screen (AID 2013); inhibition, % at 10 µM; hits with a dose series show IC50 in µM; 290,000 tested, 0.13% active; U2OS GPR55 beta-arrestin-GFP translocation imaging, LPI antagonism; higher % means a stronger effect;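 active = spots per cell inhibited over 60%, with over 100 cells counted and total cytoplasm intensity under 500,000; inconclusive = wells with under 100 cells, flagged as likely toxic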;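 note: U2OS cells stably carrying GPR55 and arrestin-GFP stimulated by 5 µM LPI near EC80; imaged beta-arrestin-GFP aggregate spots per cell after agonist stimulation; plate controls were LPI-stimulated DMSO wells for no effect and DMSO wells without LPI for full effect; some results filed as inactive read as strong as hits; confirmed hits need IC50 under 10 µM and bright autofluorescent wells are also inconclusive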
KOR beta-arrestin-2: KOR agonists, beta-arrestin recruitment, primary screen, cell-based, luminescence, uHTS (AID 1777) | KOR beta-arrestin recruitment, luminescence; higher % means a stronger effect | activation, % at 10 µM, or EC50 in µM where a hit was titrated | 280,000 tested, 0.02% active; in the data active = activation above about 50%, passing the limit was not always enough; note: a part of the inactive calls stands beside numbers as strong as those of hits
GPR55 beta-arrestin: GPR55 agonists via beta-arrestin recruitment, primary screen, imaging, U2OS cells, beta-arrestin-GFP redistribution (AID 1961) | U2OS GPR55 beta-arrestin-GFP redistribution imaging; higher % means a stronger effect | one-dose activation, % at 10 µM; EC50 in µM for titrated hits | 290,000 tested, 0.048% active;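 active = activation above 40% with more than 50 cells counted in the well; inconclusive = wells holding fewer than 50 cells, flagged as toxic or sparse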;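 note: U2OS osteosarcoma cells stably expressing GPR55 and beta-arrestin-GFP; plate controls were DMSO negative control for no effect and LPI positive control for full effect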
Myeloid diff 2: myeloid differentiation induction | ER-HoxA9 myeloid progenitors, lysozyme-GFP differentiation, flow cytometry | calls only at 10 µM | 360,000 tested, 1% active | AID 624256;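 active = normalized GFP-positive differentiation at or above the plate's own cutoff, the solvent-only control mean plus 3 SD; inconclusive = no clear call, values can overlap the other calls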;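 note: cells exposed to compound for four days before flow analysis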
NOD1 inhibition: inhibition of NOD1-driven NF-kB reporter – cell-based, luminescence, uHTS, primary screen (AID 1578); 290,000 tested, 1% active; NOD1-driven NF-kB luciferase reporter cells, luminescence; higher % means a stronger effect; one-dose inhibition, % at 4 µM; EC50 in µM for titrated hits; in the data active = inhibition mostly above about 36%, no sharp cut-off; inactive = mostly below about 34%;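 note: HEK-293T reporter cells stimulated with the NOD1 agonist gamma-tri-DAP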
T cell HTS vesicle-bound %: recorded beside T cell HTS, whose call it bears; double positive events, %; measured here: CD8+ vesicle-bound cell fraction;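 binding gate set so that unloaded-vesicle control wells show 10% double positive cells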
NTR1 ag cell count 20 µM: recorded beside NTR1 ag, whose call it bears; cell count; measured here: cell count, cytotoxicity flag
Myeloid diff 2 GFP+ MAC1+ %: also measured in Myeloid diff 2; calls as there; GFP+ MAC1+ double positive, %; measured here: differentiation confirmed by MAC1 staining
Numbers without * were called inactive; i = inactive; ? = inconclusive; nt = not tested or not shown; [ ] = remark or other dose. Cut-off read from the data, not from the text of the source, unless noted: active = inhibition above about 50%; inactive = the rest. This is a subset (hit frequency here may not be typical).

SMILES	KOR beta-arrestin-1	T cell HTS	T cell HTS vesicle-bound %	HEK293 NOD2/NF-kB	NTR1 ag	NTR1 ag cell count 20 µM	GPR55 antagonists	KOR beta-arrestin-2	GPR55 beta-arrestin	Myeloid diff 2	Myeloid diff 2 GFP+ MAC1+ %	NOD1 inhibition
CCC(CC)NC(=O)COC(=O)c1ccc(NS(=O)(=O)c2ccc3c(c2)OCCO3)cc1	-36%	i	32	6%	0.0	94	-1%	1.5%	0.0%	i	2.6	14%
Cc1cccc(CCN=c2c([N+](=O)[O-])nn(-c3ccccc3)n2O)c1	16%	i	58	-6%	1.0	89	13%	0.5%	0.9%	i	0.2	-11%
CCOC(=O)N1CCC(NC(=O)c2cnn3c(C(F)(F)F)cc(-c4cccc(OC)c4)nc23)CC1	-25%	i	19	17%	10	59	9%	11%	-0.1%	nt	nt	14%
COc1ccc(C(=O)O/N=C(/c2ccccc2)c2ccncc2)cc1	-3%	i	7	-7%	2.1	38	9%	-2.1%	-0.5%	i	0.2	4%
Cc1cc(NC(=O)CS(=O)(=O)c2c[nH]c3ccccc23)no1	-7%	i	26	6%	0.0	48	11%	-2.8%	0.0%	i	0.9	-17%
CN(Cc1ccccc1)c1nc(N)nc(Cl)c1C=O	24%	i	12	8%	7.7	57	6%	-1.8%	0.1%	i	1.0	-35%
OCCCc1nc2ccccc2[nH]1	-1%	i	41	11%	0.7	53	13%	-4.9%	-0.4%	i	0.4	-20%
O=C(CCc1nc2ccccc2[nH]1)NC1CCCCC1	28%	i	39	30%	1.3	69	8%	3.7%	-0.1%	i	2.6	-20%
CC1CCCN(c2ncnc3c2cnn3-c2ccccc2)C1 (configuration not stated)	10%	i	42	-14%	1.6	74	-5%	3.7%	0.3%	i	2.9	0%
Oc1ccccc1/C=N/Nc1ncc(Br)cn1	10%	i	57	16%	nt	nt	-2%	3.6%	-0.1%	i	1.4	-36%
COc1ccc(NC(=O)CSc2cn[nH]n2)c(OC)c1	0%	i	34	3%	-0.6	50	-3%	-5.0%	-0.2%	i	1.2	-42%
COc1ccccc1NC(=O)CN1CCC(n2nnc3cc(F)ccc32)CC1	16%	i	64	-2%	-0.4	93	10%	-0.5%	-0.1%	i	0.4	2%
CCn1nc(C)c(CN2CCN(Cc3cccc(OC)c3)C(CCO)C2)c1C (configuration not stated)	-11%[20 µM]	i	37	2%	-0.2	62	16%	-5.3%	0.2%	i	0.3	-16%
CCOc1ccc(-c2c(C(=O)N/N=C(\C)c3ccccc3OC)nnn2-c2nonc2N)cc1	-42%	i	18	-2%	1.7	66	-5%	4.1%	-0.1%	i	1.0	10%
Cc1ccccc1OCC(=O)N/N=C/c1ccc(N(C)C)cc1	-6%	i	14	-15%	0.5	45	4%	-1.2%	1.0%	i	0.2	-43%
CCN1CCN(CC(=O)Nc2cc(C)on2)CC1	-3%	i	45	6%	-0.7	80	7%	-6.9%	-0.2%	i	0.2	-28%
CC1CCCN(c2ccc(C(=O)NCc3cccs3)cn2)C1 (configuration not stated)	-7%	i	16	-38%	-1.2	44	-6%	0.7%	-0.3%	i	6.5	-44%
CSc1ccc(S(=O)(=O)NCc2ccc(C)cc2)cc1	3%	i	14	14%	1.1	56	-2%	-6.3%	0.1%	i	1.4	0%
O=C(CCN1C(=O)C2CC=CCC2C1=O)N1CCN(c2ccccn2)CC1 (configuration not stated)	-33%	i	32	-8%	-1.7	91	5%	5.1%	0.2%	i	0.4	3%
COC(=O)c1cc(NC(=O)CC2NC3CCCCC3NC2=O)cc(C(=O)OC)c1 (configuration not stated)	-18%	nt	nt	22%	0.1	52	7%	-1.4%	-0.1%	i	0.9	13%
O=c1[nH]c(N2CCCCCC2)nc2ncn(Cc3ccccc3)c12	3%	i	42	21%	-0.3	73	11%	-2.0%	0.3%	i	0.3	-2%
C/C(CC(=O)NC1CCCCC1)=N\NC(=O)c1ccccc1C	-13%	i	24	0%	-0.6	56	-4%	-1.1%	0.6%	i	0.5	-30%
CN(C)CCNC(=O)Cn1ccc2cc(S(=O)(=O)N3CCCCCC3)ccc21	10%	i	28	13%	0.2	72	2%	-0.9%	-0.2%	i	0.3	-30%
COc1cccc(-c2ccc(C#N)c(OC(=O)c3c(Cl)cccc3Cl)n2)c1	-1%	i	52	3%	7.0	44	22%	2.2%	-0.1%	i	0.6	31%
Cc1c(C(=O)Nc2ccc3c(c2)OCO3)sc2ncn(CC(=O)N3CC(C)CC(C)C3)c(=O)c12 (configuration not stated)	-35%	i	42	-30%	0.8	70	9%	6.0%	-0.1%	i	4.3	8%

Overlap with the part before: six entries, followed by the next part.
SMILES	KOR beta-arrestin-1	T cell HTS	T cell HTS vesicle-bound %	HEK293 NOD2/NF-kB	NTR1 ag	NTR1 ag cell count 20 µM	GPR55 antagonists	KOR beta-arrestin-2	GPR55 beta-arrestin	Myeloid diff 2	Myeloid diff 2 GFP+ MAC1+ %	NOD1 inhibition
COC(=O)c1cc(NC(=O)CC2NC3CCCCC3NC2=O)cc(C(=O)OC)c1 (configuration not stated)	-18%	nt	nt	22%	0.1	52	7%	-1.4%	-0.1%	i	0.9	13%
O=c1[nH]c(N2CCCCCC2)nc2ncn(Cc3ccccc3)c12	3%	i	42	21%	-0.3	73	11%	-2.0%	0.3%	i	0.3	-2%
C/C(CC(=O)NC1CCCCC1)=N\NC(=O)c1ccccc1C	-13%	i	24	0%	-0.6	56	-4%	-1.1%	0.6%	i	0.5	-30%
CN(C)CCNC(=O)Cn1ccc2cc(S(=O)(=O)N3CCCCCC3)ccc21	10%	i	28	13%	0.2	72	2%	-0.9%	-0.2%	i	0.3	-30%
COc1cccc(-c2ccc(C#N)c(OC(=O)c3c(Cl)cccc3Cl)n2)c1	-1%	i	52	3%	7.0	44	22%	2.2%	-0.1%	i	0.6	31%
Cc1c(C(=O)Nc2ccc3c(c2)OCO3)sc2ncn(CC(=O)N3CC(C)CC(C)C3)c(=O)c12 (configuration not stated)	-35%	i	42	-30%	0.8	70	9%	6.0%	-0.1%	i	4.3	8%
COC(=O)/C=C/c1ccc(-n2ccnc2)cc1	-29%	i	56	-9%	1.0	84	-12%	1.5%	0.7%	i	1.6	-10%
O=C(CCc1ccccc1)Nc1ncc2c(n1)CCCC2=O	-5%	i	17	8%	-0.1	24	8%	-3.2%	0.3%	i	1.4	-13%
CN(C)C(=O)C[n+]1ccc(/C=N/O)cc1	7%	i	32	11%	-1.5	89	11%	0.7%	-0.1%	i	0.5	14%
CN1CCN(c2ncccc2S(=O)(=O)N2CCCCC2)CC1	14%	i	30	17%	0.4	45	11%	-19%	0.4%	i	0.6	6%
CNC(=S)NCCCc1ccccc1	4%	i	55	4%	2.0	50	7%	3.1%	-0.2%	i	0.9	-15%
COc1cc(OC)c2c(-c3ccccc3)cc(=O)oc2c1C(CC(=O)N1CCN(c2ccccc2)CC1)c1ccc2c(c1)OCO2 (configuration not stated)	21%	nt	nt	-1%	nt	nt	7%	-2.3%	-0.1%	nt	nt	-6%
COc1ccc(/C=C2\NC(=O)C(C=NCc3ccccc3)=C2O)cc1	-80%	i	43	-72%	2.9	50	3%	-1.4%	0.6%	i	1.0	-20%
CCOC(=O)C1CCCN(C(=O)CC(C)c2ccccc2)C1 (configuration not stated)	-80%	i	24	-44%	-0.3	61	10%	3.0%	-0.2%	i	9.1	-17%
Cc1nc(SCC(=O)NCCc2ccccc2)c2c(=O)n(C)c(=O)n(C)c2n1	12%	i	66	2%	0.6	40	16%	-1.6%	-0.1%	i	0.4	-20%
Cc1c(Cl)cccc1NC(=S)NC1CCN(C(C)C)CC1	-24%	i	2	10%	1.1	45	14%	-1.0%	-0.9%	i	0.1	-31%
O=[N+]([O-])c1cccc(-c2ccc(CN3CCCCC3)o2)c1	-14%[20 µM]	i	57	2%	2.7	74	1%	-3.0%	-0.1%	i	0.1	-16%
CSc1ccc(-c2nc(CSCC(=O)NC3CC3)c(C)o2)cc1	-2%	i	5	0%	-1.3	68	8%	6.6%	-0.2%	?	nt	-10%
CCN1C(=O)CCCc2ccccc21	-5%[20 µM]	i	20	18%	-1.5	30	-9%	-0.6%	0.2%	i	0.4	-27%
COc1cccc(Oc2c(C)oc3c(CN4CCCCC4)c(O)ccc3c2=O)c1	7%	i	48	19%	3.3	69	-4%	-3.2%	0.4%	i	0.2	-9%
COc1ccc(-c2ccc(CCC(=O)O)n2Cc2ccco2)cc1	-4%[20 µM]	i	23	5%	-0.5	61	4%	1.5%	0.0%	i	0.5	-36%
CC(=O)N1CCN(S(=O)(=O)c2cccc(C(=O)NC3CCCc4ccccc43)c2)CC1 (configuration not stated)	23%	i	60	17%	-0.7	46	-2%	2.2%	-0.1%	i	0.9	42%
O=C(Nc1cccc(Cl)c1)N1CCN(Cc2ccccc2)CC1	4%	i	40	-19%	1.6	50	-2%	4.0%	-0.3%	i	1.0	-26%
OC(CNC1CCCC1)COc1ccccc1Br (configuration not stated)	-25%[20 µM]	i	38	-26%	-0.4	51	9%	10%	-0.1%	i	0.2	57%
Cc1ccc(C(=O)NCCc2ccccc2)cc1	-74%[20 µM]	i	62	10%	1.4	65	8%	1.8%	0.1%	i	0.5	42%
C/C(=N/NC(=O)CNS(=O)(=O)c1ccc(C)cc1)c1cccc([N+](=O)[O-])c1	-3%	i	61	-4%	0.4	80	-3%	-0.9%	-0.5%	i	1.3	-28%
CCN1/C(=C\C(C)=O)Sc2ccc(OC)cc21	15%	i	51	-6%	-1.0	36	-10%	-5.9%	-0.1%	i	0.6	17%
COc1ccc(OC)c(NC(=O)CCN2CCCCCC2)c1	-10%	i	53	12%	-1.3	54	4%	-3.1%	-0.4%	i	0.3	-32%
C=CCNC(=O)CSc1nnc(-c2ccccc2Cl)n1-c1c(C)n(C)n(-c2ccccc2)c1=O	-18%	i	46	9%	0.1	54	-11%	-8.4%	0.0%	i	4.2	10%
COC(=O)c1sc(-c2ccc(C(C)(C)C)cc2)cc1NC(=O)CCC(=O)O	-11%	i	22	-21%	3.0	48	-18%	1.6%	1.0%	i	0.3	-7%

Compound activity from PubChem BioAssay.
